SW480 rerep – inducers of DNA re-replication in SW480 colon cancer cells; SW480 DNA re-replication, Hoechst DNA content imaging, 48 h; Potency, µM (doses to about 46.1 µM), inactives show at the top dose re-replication activation, usual class: activators; 1.8% of 340,000 active; AID 624297; also: potency is read from the fitted curve at half-maximal effect; % of control where 0% means no effect; nearly all actives have a fitted effect of over 55% in size
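SW480 cells exposed to compounds for 48 hr at 37 C, 5% CO2, then Hoechst-stained 40 min. Nuclear DNA content imaged by fluorescence scanning (405 nm excitation, 500-530 nm emission); re-replication scored as increased high-intensity nuclei.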
KB-V1 cytotox – kills drug-selected multidrug resistant KB-V1 cells; KB-V1 MDR cells viability, CellTiter-Glo, 72 h; Potency, µM (series often up to 46.1 µM), inactives show at the highest dose activity change, negative = cytotoxicity, hits mostly cytotoxic; 3.4% of 400,000 active; AID 1347076; also: potency is read from the fitted curve at half-maximal effect; % is scaled to controls: 0 for no effect and ±100 for the full control effect; nearly all actives have a fitted effect of over 60% in size
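Following 72 h at 37 degrees C with compound, KB-V1 cell viability was read by CellTiter-Glo luminescence, medium being phenol-red-free DMEM plus 10% FBS; concentration-response parameters came from normalized, curve-fitted qHTS data.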
HT1080NT lethal – kills 2HG-producing HT-1080-NT fibrosarcoma cells; HT-1080-NT fibrosarcoma viability, CellTiter-Glo ATP luminescence, 48 h; Potency, µM (highest dose often 46.1 µM), for inactives: at the highest dose activity, negative = less viability, most hits filed as cytotoxic; 1.6% of 360,000 active;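 also: NT is the 2HG producing partner of a matched IDH1 knockdown line; potency is read from the fitted curve at half-maximal effect; 0% = DMSO-treated cells and -100% = media-only wells without cells; nearly all actives have a fitted effect of over 55% in size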
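Compounds were tested in concentration-response format on HT-1080-NT cells for 48 hours at 37 degrees C. Cell viability came from CellTiter-Glo luminescence; curves were classified by r2, response magnitude and activity.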
KB-3-1 tox – kills parental KB-3-1 adenocarcinoma cells; Potency, µM (highest dose often 46.1 µM), for inactives: at the top dose activity change, negative = cytotoxic, actives largely listed as cytotoxic; 1.4% of 400,000 active; KB-3-1 viability, CellTiter-Glo ATP luminescence, 72 h; also: potency is read from the fitted curve at half-maximal effect; % is scaled to controls: 0 for no effect and ±100 for the full control effect; nearly all actives have a fitted effect of over 60% in size
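72 h, 37 °C compound treatment of KB-3-1 parental cells; CellTiter-Glo added, 10 min, luminescence read. Data corrected against DMSO-only plates and normalized before curve fitting.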
MCF10A rereplic – DNA re-replication induction in MCF 10a cells. MCF 10A DNA re-replication, Hoechst nuclear intensity, 48 h. Potency, µM (titrated, usually from 46.1 µM), for the others: at the top dose activity, positive = re-replication, usual class: activators. 2.9% of 350,000 active. AID 624296; also: potency is read from the fitted curve at half-maximal effect; % of control where 0% means no effect; nearly all actives have a fitted effect of over 50% in size
ATXN2 expr inh – reduces ATXN2 reporter expression in HEK-293 cells. HEK-293 ATXN2-luciferase reporter, luminescence, 24 h. Potency, µM (highest dose often 57 µM), for the others: top-dose activity change, negative = inhibition, most hits filed as inhibitors. 0.72% of 360,000 active. AID 1745845; also: potency is read from the fitted curve at half-maximal effect; % is scaled to controls: 0 for no effect and ±100 for the full control effect; nearly all actives have a fitted effect of over 55% in size
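qHTS (up to 57 uM final) was run with 24 h compound exposure of reporter cells at 37 °C. Each well was multiplexed: SteadyGlo luminescence measured ATXN2-luciferase expression after a fluorogenic Gly-Phe-AFC viability readout (25 uM final).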
HT1080 IDH1KD tx – HT-1080 IDH1 knockdown cell toxicity (counter line); 2% of 360,000 active; Potency, µM (top dose mostly 46.1 µM), without a hit: at the top dose activity, negative = toxicity, hits mostly cytotoxic; HT-1080 IDH1 knockdown viability, ATP luminescence, 48 h;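 also: potency is read from the fitted curve at half-maximal effect; 0% = DMSO wells and -100% = cell-free medium wells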
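CellTiter-Glo luminescence after 48 h compound exposure at 37 degrees C of IDH1-knockdown HT-1080 cells in 5% FBS RPMI. %Activity scaled between DMSO wells and cell-free media wells, with curves fitted and assigned curve classes.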
IL-1B inflam inh – inhibitors of inflammasome signaling (IL-1 beta secretion); 4.7% of 360,000 active; THP-1 LPS/ATP IL-1B secretion, AlphaLISA, 16 h; active compounds read low; activity change, % at 57.5 µM; in the data active = activity change below about -50%; inconclusive = mostly about -30% to -49%; also: % is scaled to controls: 0 for no effect and ±100 for the full control effect
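THP-1 cells pretreated 1 hr with compounds (up to 57.5 uM final), then stimulated with LPS (250 ng/mL final) plus ATP (1.25 mM final); secreted IL-1B measured by AlphaLISA after 16 hr, decreased signal indicating inhibition.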
S2 tox – reduces viability in counter-screen for ATXN expression inhibitors; 0.49% of 400,000 active; S2 cells (HEK-293 line with an ATXN2-luciferase reporter) viability, CellTiter-Fluor protease fluorescence, 24 h; Potency, µM (titrated, usually from 56.7 µM), usual class: cytotoxic; also: potency is read from the fitted curve at half-maximal effect; nearly all actives have a fitted effect of over 40% in size
Active calls of the source: *; [ ] = another dose, or the depositor's remark. Unless noted, calls follow the shape of the dose curve; as a rule, active = well fitted curve in the direction sought with a large enough effect; inconclusive = small, poorly fitted or top-dose-only effect, or another doubt; inactive = no such curve, though single readings can be large; an effect the other way counts as inactive or inconclusive.

Screening Cn1cccc1C(=O)OCC(=O)NC1CCS(=O)(=O)C1 (centres undefined) returned SW480 rerep 2.7%, KB-V1 cytotox 0.7%, HT1080NT lethal 17.2%, KB-3-1 tox -2.1%, MCF10A rereplic 3.9%, ATXN2 expr inh -36.4%, HT1080 IDH1KD tx -0.7%, IL-1B inflam inh -11.6 and S2 tox inactive.
For COc1cccc(CC2(CO)CCCN(Cc3ccc(-c4ccco4)cc3)C2)c1 (centres undefined) the results were SW480 rerep 0.1%, KB-V1 cytotox -25.5%, HT1080NT lethal inconclusive, KB-3-1 tox -4.8%, MCF10A rereplic inconclusive, ATXN2 expr inh 0.3%, HT1080 IDH1KD tx inconclusive, IL-1B inflam inh 7.0 and S2 tox inactive.
For CCOc1ccccc1OCCCC(=O)NNC(=O)c1nn(C)c(=O)c2ccccc12 the results were SW480 rerep -6.7%, KB-V1 cytotox 23.1µM*, HT1080NT lethal -8.3%, KB-3-1 tox 22.3%, MCF10A rereplic 1.8%, ATXN2 expr inh 1.8%, HT1080 IDH1KD tx 8.8%, IL-1B inflam inh -2.7 and S2 tox inconclusive.
COc1ccccc1NC(=O)c1ccc2nc(N3C(=O)CCC3=O)sc2c1 was read as SW480 rerep -9.8%, KB-V1 cytotox 0.0%, HT1080NT lethal 8.0%, KB-3-1 tox -8.0%, MCF10A rereplic -1.9%, ATXN2 expr inh 3.8%, HT1080 IDH1KD tx -1.1%, IL-1B inflam inh 0.0 and S2 tox inactive.
Screening CCCc1nnc(SCC(=O)N2CCCC2)n1Cc1ccco1 returned SW480 rerep -2.0%, KB-V1 cytotox -1.6%, HT1080NT lethal 10.9%, KB-3-1 tox -3.3%, MCF10A rereplic -1.5%, ATXN2 expr inh -13.0%, HT1080 IDH1KD tx 21.8%, IL-1B inflam inh 27.4 and S2 tox inactive.
`Cc1cc(N=Cc2cc(Cl)ccc2O)no1` gave SW480 rerep 2.9%, KB-V1 cytotox -14.0%, HT1080NT lethal 7.7%, KB-3-1 tox -11.8%, MCF10A rereplic -3.2%, ATXN2 expr inh 9.7%, HT1080 IDH1KD tx -2.1%, IL-1B inflam inh -3.2 and S2 tox inactive.
`Cn1cc(Br)c(C(=O)NNC(=O)c2cccc(Br)c2)n1` gave SW480 rerep -3.9%, KB-V1 cytotox inconclusive, HT1080NT lethal 9.8%, KB-3-1 tox 11.1%, MCF10A rereplic 3.1%, ATXN2 expr inh 38.5%, HT1080 IDH1KD tx 5.2%, IL-1B inflam inh 2.5 and S2 tox inactive.
`Cn1c(O)c(C=NCCCCCC(=O)O)c(=O)n(C)c1=O` gave SW480 rerep -10.3%, KB-V1 cytotox 0.0%, HT1080NT lethal 3.6%, KB-3-1 tox 1.5%, MCF10A rereplic -7.4%, ATXN2 expr inh -7.4%, HT1080 IDH1KD tx -0.7%, IL-1B inflam inh -11.9 and S2 tox inactive.
CCC(C)C(CO)NCCCn1cnc2c(OCc3ccccc3)ncnc21 (centres undefined) was read as KB-V1 cytotox inconclusive, HT1080NT lethal -3.8%, KB-3-1 tox 25.2%, ATXN2 expr inh 4.5%, HT1080 IDH1KD tx -1.5%, IL-1B inflam inh -2.5 and S2 tox inactive.
Screening N/C(=N\OC(=O)c1ccc(Cl)cc1Cl)c1ccncc1 returned SW480 rerep -3.3%, KB-V1 cytotox -18.5%, HT1080NT lethal -0.8%, KB-3-1 tox -3.9%, MCF10A rereplic 1.6%, ATXN2 expr inh 15.3%, HT1080 IDH1KD tx -8.0%, IL-1B inflam inh -23.3 and S2 tox inactive.
Cc1ccnc(N/C=C(/NC(=O)c2ccccc2)C(=O)N/N=C\c2ccc(Cl)cc2)n1 was read as SW480 rerep -12.5%, KB-V1 cytotox -21.8%, HT1080NT lethal 25.3%, KB-3-1 tox 13.1%, MCF10A rereplic 1.4%, HT1080 IDH1KD tx 12.3%, IL-1B inflam inh -8.8 and S2 tox inconclusive.
`O=C1C(=O)N(Cc2cccnc2)C(c2cccc([N+](=O)[O-])c2)/C1=C(/O)c1ccc2c(c1)OCO2` (centres undefined) gave SW480 rerep -0.1%, KB-V1 cytotox 9.8%, HT1080NT lethal -9.6%, KB-3-1 tox 26.4%, MCF10A rereplic 29.8%, ATXN2 expr inh 5.5%, HT1080 IDH1KD tx -0.7%, IL-1B inflam inh 0.0 and S2 tox inactive.
Screening CCOC(=O)c1c(C)c(C(=O)Nc2ccccc2)c(C)n1CC returned SW480 rerep -4.5%, KB-V1 cytotox -2.7%, HT1080NT lethal 2.2%, KB-3-1 tox -4.2%, MCF10A rereplic 9.0%, ATXN2 expr inh 2.7%, HT1080 IDH1KD tx 3.9%, IL-1B inflam inh -12.5 and S2 tox inactive.
For Cc1cccc(C)c1Cn1c(C)c(C(=O)NCc2ccc([N+](=O)[O-])cc2)sc1=O the results were KB-V1 cytotox 2.59µM*, HT1080NT lethal inconclusive, KB-3-1 tox inconclusive, ATXN2 expr inh -12.5%, HT1080 IDH1KD tx inconclusive, IL-1B inflam inh 0.0 and S2 tox inactive.
`C/C(=N\NC(=S)Nc1ccccc1C)c1cc2ccccc2o1` gave SW480 rerep -7.9%, KB-V1 cytotox inconclusive, HT1080NT lethal -9.2%, KB-3-1 tox inconclusive, MCF10A rereplic inconclusive, ATXN2 expr inh -17.3%, HT1080 IDH1KD tx -0.5%, IL-1B inflam inh 4.3 and S2 tox inactive.
For COc1cc(/C=C2\SC(=S)N(CCC(=O)Nc3ccccc3)C2=O)cc(OC)c1OC the results were SW480 rerep -55.8%[inhibitor], KB-V1 cytotox -18.7%, HT1080NT lethal inconclusive, KB-3-1 tox 5.3%, MCF10A rereplic 18.4µM*, ATXN2 expr inh -8.1%, HT1080 IDH1KD tx inconclusive, IL-1B inflam inh 8.3 and S2 tox inactive.
Screening COc1ccccc1Oc1ccc(N/C=C/C(=O)c2ccc(C)o2)cc1 returned SW480 rerep -4.3%, KB-V1 cytotox -23.9%, HT1080NT lethal -10.6%, KB-3-1 tox -29.7%, MCF10A rereplic inconclusive, ATXN2 expr inh 2.9%, HT1080 IDH1KD tx -23.6%, IL-1B inflam inh -23.9 and S2 tox inactive.
Cc1ccc2c(C)c(C(=O)N(C)C(C)c3ccon3)oc2c1C (centres undefined) was read as SW480 rerep -9.3%, KB-V1 cytotox inconclusive, HT1080NT lethal -11.8%, KB-3-1 tox -0.6%, MCF10A rereplic -0.8%, ATXN2 expr inh 30.6%[activator], HT1080 IDH1KD tx -14.2%, IL-1B inflam inh -9.1 and S2 tox inactive.
O=C(C[n+]1ccccc1)Nc1cc(C(F)(F)F)ccc1Cl was read as SW480 rerep -0.1%, KB-V1 cytotox -0.3%, HT1080NT lethal -6.5%, KB-3-1 tox 0.4%, MCF10A rereplic -0.1%, ATXN2 expr inh -8.8%, HT1080 IDH1KD tx -9.6%, IL-1B inflam inh -9.0 and S2 tox inactive.
Screening CCCCn1c(SCC(=O)N2CCOCC2)nnc1-c1cccs1 returned SW480 rerep 0.7%, KB-V1 cytotox 3.4%, HT1080NT lethal 2.5%, KB-3-1 tox 0.2%, MCF10A rereplic -23.3%, ATXN2 expr inh 11.5%, HT1080 IDH1KD tx 2.2%, IL-1B inflam inh 3.0 and S2 tox inactive.
CCOc1cc(N2CCOCC2)c(OCC)cc1NC(=O)CN1C(=O)NC2(CCCCC2C)C1=O (centres undefined) was read as SW480 rerep -7.4%, KB-V1 cytotox 2.0%, HT1080NT lethal 4.1%, KB-3-1 tox 1.9%, MCF10A rereplic inconclusive, ATXN2 expr inh 3.4%, HT1080 IDH1KD tx 3.8%, IL-1B inflam inh 3.3 and S2 tox inconclusive.
For O=C1[C@@H]2Cc3c([nH]c4ccccc34)C(c3cccc(Br)c3)N2C(=O)CN1C1CCN(Cc2ccccc2)CC1 (some centres undefined) the results were SW480 rerep inconclusive, KB-V1 cytotox -23.2%, HT1080NT lethal inconclusive, KB-3-1 tox inconclusive, MCF10A rereplic inconclusive, ATXN2 expr inh inconclusive, HT1080 IDH1KD tx 23.1µM*, IL-1B inflam inh -64.1* and S2 tox inconclusive.
For O=[N+]([O-])c1nn(-c2ccc3c(c2)OCCO3)n(O)c1=Nc1ccccc1 the results were SW480 rerep -6.2%, KB-V1 cytotox inconclusive, HT1080NT lethal -7.5%, KB-3-1 tox -9.2%, MCF10A rereplic 15.3%, ATXN2 expr inh inconclusive, HT1080 IDH1KD tx 1.6%, IL-1B inflam inh 14.8 and S2 tox inconclusive.
For CC(Oc1cccc(Cl)c1)C(=O)Nc1ccccc1N1CCCC1 (centres undefined) the results were SW480 rerep 0.8%, KB-V1 cytotox -19.2%, HT1080NT lethal -2.3%, KB-3-1 tox -1.4%, MCF10A rereplic 26.9%, ATXN2 expr inh -10.1%, HT1080 IDH1KD tx -7.9%, IL-1B inflam inh -9.9 and S2 tox inactive.
For O=C(CCc1nnc(Cc2cccc(C(F)(F)F)c2)o1)NCC(F)(F)F the results were SW480 rerep 1.1%, KB-V1 cytotox 5.5%, HT1080NT lethal 9.6%, KB-3-1 tox 10.5%, MCF10A rereplic 2.9%, HT1080 IDH1KD tx 6.0%, IL-1B inflam inh 0.0 and S2 tox inactive.
`COc1ccc(NC(=O)Cn2nnc(-c3ccccc3F)n2)cc1Cl` gave SW480 rerep -3.1%[9.22 µM], KB-V1 cytotox 8.7%, HT1080NT lethal -26.5%, KB-3-1 tox 8.9%, MCF10A rereplic 4.4%, ATXN2 expr inh -12.5%, HT1080 IDH1KD tx -26.1%, IL-1B inflam inh 16.7 and S2 tox inactive.

Screening data: PubChem, National Center for Advancing Translational Sciences (NCATS)

Rows are unselected. About 11% of those tested had a hit in this group.
